Assay outcomes (PubChem BioAssay)
ERG Ets-DNA blk = ERG Ets/DNA interaction inhibition | AID 624246 | fluorescence polarization, His-ERG Ets domain / labelled DNA | Potency, µM (series often up to 76.9 µM), for inactives: at the top dose FP activity, negative = inhibition, actives largely listed as inhibitors | 0.028% of 370,000 active | P11308; active = well fitted inhibition curve with a large enough effect in the polarisation, with a control signal flat; inconclusive = small, poorly fitted or top-dose-only effect, or effect the other way, or a change in a side signal; inactive = no such curve, though single readings can be large or run the other way; the % refers to the polarisation;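 note: polarization taken with two DNA probes labelled with fluorescein and Texas red; potency is the fitted concentration of half-maximal effect; % of control where 0% means no effect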
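His-tagged ERG Ets domain (1 uM in the protein solution; 300mM KCl, 50mM Tris-HCl, 1mM EDTA, 1mM DTT, pH 7.5) received compound, then a probe mix of 5 nM fluorescein-DNA and 100nM Texas-615-DNA. Fluorescence polarization was read for both dyes.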
PGK inhibitor = inhibitors of T. brucei phosphoglycerate kinase; PGK/GAPDH coupled, Kinase-Glo luminescence, 60 min; Potency, µM (series often up to 57.5 µM), for inactives: at the top dose activity change, negative = inhibition, actives largely listed as inhibitors; 0.043% of 380,000 active; P07378; note: potency is the fitted concentration of half-maximal effect; % is set by controls: 0 for no effect and ±100 for the full control effect; nearly all actives have a fitted effect of over 60% in size
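Luminescent ATP detection (Kinase-Glo Plus) follows a 60-minute room-temperature incubation, with wells lacking PGK as controls. Buffer: 100 mM TEA (pH 7.6), 5 mM MgCl2, 0.01% Tween-20. Coupling enzyme GAPDH (100 nM final) supplies unstable 1,3-BPG in-well.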
HP1b binding inh = blocks HP1-beta chromodomain binding to methylated histone tails; Potency, µM (doses to about 114 µM), for inactives: at the highest dose activity change, negative = inhibition, usual class: inhibitors; P83916; AlphaScreen HP1-beta / biotin-H3K9me3 peptide binding; 0.56% of 390,000 active; note: potency is the fitted concentration of half-maximal effect; nearly all actives have a fitted effect of over 70% in size; inactives centre near 23
Target sequence (P83916 whole entry, looked up): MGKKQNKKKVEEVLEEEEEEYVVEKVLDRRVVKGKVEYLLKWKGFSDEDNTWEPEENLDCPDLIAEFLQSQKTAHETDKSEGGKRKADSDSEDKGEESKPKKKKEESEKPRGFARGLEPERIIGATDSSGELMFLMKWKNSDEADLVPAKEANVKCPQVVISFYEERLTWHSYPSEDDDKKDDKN
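AlphaScreen: HP1-beta (50 nM) preformed 30 min with biotin-H3(1-18)K9me3 peptide (50 nM) in PBS pH 7.4, 0.01% Tween-20. Compound added for 30 min at RT, then streptavidin donor/nickel chelate acceptor beads (10 ug/mL) for 30 min.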
GLS inhibitor = glutaminase GLS (human) inhibition | Potency, µM (top dose mostly 45.5 µM), without a hit: at the top dose activity change, negative = inhibition, actives largely listed as inhibitors | 0.21% of 410,000 active | AID 624170 | GLS enzymatic activity, qHTS titration | O94925; note: potency is the fitted concentration of half-maximal effect; % is set by controls: 0 for no effect and ±100 for the full control effect
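Assay buffer: 45 mM KH2PO4 pH 8.2, 0.02% Tween-20. hKGA acts on L-glutamine (1 mM solution added); product glutamate is reported by an oxidase/peroxidase Amplex Red coupling, with fluorescence taken at baseline and 30 min.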
JMJD2A Tudor = inhibitors of human JMJD2A Tudor domain. O75164. AlphaScreen JMJD2A-Tudor / H3K4me3 peptide binding. Potency, µM (titrated, usually from 114 µM), for inactives: at the highest dose activity change, negative = inhibition, hits mostly inhibitors. 4.4% of 390,000 active; note: potency is the fitted concentration of half-maximal effect; % is set by controls: 0 for no effect and ±100 for the full control effect; nearly all actives have a fitted effect of over 50% in size
G9a inh = inhibitors of human histone lysine methyltransferase G9a; Q96KQ7; G9a H3K9 monomethylation, AlphaScreen, 2 h; Potency, µM (doses to about 102 µM), inactives show at the highest dose activity, negative = inhibition, hits mostly inhibitors; 8.8% of 350,000 active; AID 504332; note: potency is the fitted concentration of half-maximal effect; % is set by controls: 0 for no effect and ±100 for the full control effect; nearly all actives have a fitted effect of over 75% in size
Target sequence (Q96KQ7 913-1193 limits assumed): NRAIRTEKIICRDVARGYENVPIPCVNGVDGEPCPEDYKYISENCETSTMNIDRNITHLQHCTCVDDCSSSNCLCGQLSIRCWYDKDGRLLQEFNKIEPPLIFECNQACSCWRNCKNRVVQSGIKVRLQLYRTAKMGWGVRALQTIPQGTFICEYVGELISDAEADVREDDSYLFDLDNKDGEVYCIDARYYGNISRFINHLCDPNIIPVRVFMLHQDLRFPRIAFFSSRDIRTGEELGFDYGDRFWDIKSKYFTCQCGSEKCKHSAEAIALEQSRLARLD
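AlphaScreen detection with an anti-monomethyl H3K9 antibody quantified product after a 2 h room-temperature reaction containing 500 nM biotinylated H3K9 peptide, 20 µM SAM and 20 nM enzyme, which had been preincubated 15 min with compound.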
BAZ2B block = BAZ2B (human) inhibition | Q9UIF8 | AlphaScreen BAZ2B-H3K14Ac peptide displacement | Potency, µM (doses to about 114 µM), for the others: at the highest dose activity change, negative = inhibition, actives largely listed as inhibitors | 4.4% of 360,000 active; note: potency is the fitted concentration of half-maximal effect; % is set by controls: 0 for no effect and ±100 for the full control effect; nearly all actives have a fitted effect of over 60% in size
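BAZ2B (50 nM) with biotin-H3(5-23)K14Ac peptide (50 nM) in PBS pH 7.4, 0.01% Tween-20, preformed 30 min, then compound 30 min at room temperature; top concentration 110uM. AlphaScreen streptavidin donor/nickel chelate acceptor beads (10 ug/mL final), 20 min dark, signal read.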
Pin1 inhibitor = human Pin1 inhibition | Q13526 | Pin1 FP peptide displacement, HiFluor488, 10 min | Potency, µM (doses to about 115 µM), without a hit: top-dose activity, negative = inhibition, most hits filed as inhibitors | 0.009% of 390,000 active; active = well fitted inhibition curve with a large enough effect in the polarisation, with a control signal flat, not every such curve was filed as active; inconclusive = small, poorly fitted or top-dose-only effect, or effect the other way, or a change in a side signal; inactive = no such curve, though single readings can be large or run the other way; the % refers to the polarisation; note: potency is the fitted concentration of half-maximal effect; % is set by controls: 0 for no effect and ±100 for the full control effect
PI4K2A block = PI4K2A (human) kinase inhibition | Q9BTU6 | purified PI4K2A, ADP-Glo luminescence, 1 h; stronger effect = lower value | activity change, negative = inhibition, % at 76.9 µM | 0.13% of 420,000 active | AID 1346378; in the data active = activity change below about -50%; inconclusive = mostly about -30% to -49%;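 note: -100% = wells without enzyme as full effect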
Target sequence (Q9BTU6 whole entry, looked up): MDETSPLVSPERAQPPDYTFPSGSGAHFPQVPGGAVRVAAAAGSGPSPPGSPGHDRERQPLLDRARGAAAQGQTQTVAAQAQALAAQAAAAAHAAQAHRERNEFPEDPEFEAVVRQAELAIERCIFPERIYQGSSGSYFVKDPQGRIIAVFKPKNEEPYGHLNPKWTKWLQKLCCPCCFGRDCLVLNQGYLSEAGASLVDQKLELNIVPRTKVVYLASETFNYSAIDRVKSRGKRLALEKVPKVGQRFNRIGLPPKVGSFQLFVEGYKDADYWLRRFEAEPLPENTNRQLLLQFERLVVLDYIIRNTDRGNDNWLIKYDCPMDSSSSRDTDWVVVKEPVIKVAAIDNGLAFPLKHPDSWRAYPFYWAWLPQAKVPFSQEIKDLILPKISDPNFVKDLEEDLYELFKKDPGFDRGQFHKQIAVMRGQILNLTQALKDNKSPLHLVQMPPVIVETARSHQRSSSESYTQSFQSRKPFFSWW
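In this quantitative HTS, ADP production by PI4K2A was quantified luminescently after 1 h at ambient temperature; 100 microM adenosine served as plate-quality control.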
* = called active by the depositor; i = inactive; ? = inconclusive; . = no result given; & = joins results of further samples; [ ] = remark or other dose. Unless noted, calls come from the whole dose curve; as a rule, active = well fitted curve in the direction sought with a large enough effect; inconclusive = small, poorly fitted or top-dose-only effect, or another doubt; inactive = no such curve, though single readings can be large; an effect the other way counts as inactive or inconclusive. No enrichment for hits; 11% or so of the library scored in one or more.

SMILES | ERG Ets-DNA blk | PGK inhibitor | HP1b binding inh | GLS inhibitor | JMJD2A Tudor | G9a inh | BAZ2B block | Pin1 inhibitor | PI4K2A block
O=C(Nc1ccc2c(c1)OCO2)C1CCCN(c2nc3ccccc3s2)C1 (stereo unspecified) | 1.3% | -4.1% | -5.3% | 0.9% | -24.6% | 3.16µM* | -35.4% | -9.5% | -0.4
Cc1ccccc1C(=O)N1CCC(n2nccc2NC(=O)C2CC2)CC1 | -3.4% | -9.9% | 14.5% | -3.9% | -2.8% | . | -4.5% | -1.2% | 5.8
CC(=O)N[C@@H](CC(=O)N[C@H](CCC(=O)O)C(=O)O)C(=O)O | -20.0% | 4.0% | 36.6% | -0.5% | -31.0% | -5.2%[59 µM] | 7.6% | -5.3% | 0.1
Cc1ccc(C(=O)N/N=C/c2cc(Br)ccc2O)cn1 | -8.7% | -7.4% | 12.3% | 14.2% | 56.2µM* | 67.4%[activator][0.501 µM] | 7.94µM* | 13.7% | -2.8
O=[N+]([O-])c1cc(Oc2cccnc2)cc([N+](=O)[O-])c1 | -2.6% | -3.1% | 10.0% | -2.2% | -1.0% | ? | 9.7% | 5.3% | 8.2
CC(=O)N(C)c1ccc(NC(=O)CCN2C(=O)c3ccccc3C2=O)cc1 | 4.1% | 6.2% | 34.4% | -1.3% | -1.7% | . | 7.3% | 2.5% | 2.5
CCCCn1c(CCC(=O)O)ccc1-c1cccs1 | 10.0% | 1.5% | -4.6% | 17.9% | ? | ? | ? | 2.3% | -3.9
Cc1ccccc1CSc1nnc([C@@H]2CCCN2)o1 | 3.3% | -4.7% | 64.3%[activator] | -3.5% | -4.1% | ? | -17.5% | -0.1% | 3.9
O=C(CCN1C(=O)c2cccc3cccc(c23)C1=O)N1CCN(c2ccccc2F)CC1 | 1.5% | -9.5% | 40.6%[activator] | -17.0% | 0.0% | -36.9% | -12.7% | -4.2% | 0.7
O=C1NC2(CCCCC2)C(=O)N1c1ccccc1 | -1.8% | 4.3% | 32.8%[activator] | -2.3% | -5.0% | 2.4% | 9.6% | -3.3% | -2.2
O=[N+]([O-])c1ccc(Oc2cc(NC3CCCCCCC3)c([N+](=O)[O-])cc2[N+](=O)[O-])cc1 | -12.8% | i | -3.3% | -13.8% | ? | 39.8µM* | ? | 0.1% | 4.6
CN(c1ccccc1)S(=O)(=O)c1ccc(C(=O)N2CCc3ccccc3C2)cc1 | 5.0% | -6.1% | 5.5% | -0.7% | -17.2% | 16.3% | -19.3% | 11.6% | -2.3
Cn1nnc2c(N3CCN(c4ccc(F)cc4)CC3)ncnc21 | -3.0% | -10.5% | 11.9% | 22.7% | 39.8µM* | -27.4%[59 µM] | -12.5% | -5.9% | -0.9
O=C(Nc1ccc2ccccc2n1)Nc1cccs1 | -7.3% | 1.1% | 19.4% | 5.2% | 3.4% | 3.3% | -8.9% | -10.3% | 2.3
CCc1ccc(NC(=O)/C(C#N)=C/c2cc3ccc(C)cc3nc2N2CCOCC2)cc1 | ? | -2.1% | 22.0% | 1.5% | -2.2% | 24.1%[59 µM] | -5.0% | ? | -0.3
O=C(CSc1nnc(NCc2ccccc2)s1)NC1CCS(=O)(=O)C1 (stereo unspecified) | -8.4% | 5.0% | 39.0%[activator] | 0.8% | -2.7% | 18.8%[12.7 µM] | -1.1% | 2.6% | -3.0
O=C(CCn1c(=O)c2ccccc2n(Cc2cccc(Cl)c2)c1=O)NCCc1ccccc1 | 4.4% | -3.3% | 16.0% | 0.0% | -16.1% | 0.6%[59 µM] | -4.1% | 3.9% | -1.7
COCCC(=O)N1CCC(Oc2ccc(C(=O)N(C)Cc3cc(C)no3)cc2)CC1 | -6.6% | 3.5% | 40.6% | 5.4% | -5.6% | . | 8.8% | -1.4% | 0.8
Cc1ccc(SC(C)C(=O)Nc2ncn[nH]2)cc1 (stereo unspecified) | 6.1% | 10.8% | 40.9%[activator] | 4.2% | -21.7% | ? | 56.2µM* | -6.7% | 6.1
CN(Cc1ccccc1)C(=O)c1cccnc1 | 4.7% | 0.2% | 10.0% | 1.3% | -8.4% | -1.7% | 8.2% | 1.7% | -1.6
COc1ccc2sc(N(Cc3cccnc3)C(=O)COc3ccccc3)nc2c1 | 0.7% | -0.8% | -3.8% | -1.8% | -9.1% | ? | -9.8% | 0.6% | 3.0
CCCn1c(SCC(=O)N2CCN(c3ccc(OC)cc3)CC2)nc2c1c(=O)n(C)c(=O)n2C | -3.6% | -11.3% | 26.5% | 43.6%[activator] | -19.9% | 50.1µM* | -27.3% | -2.3% | -1.0
CCOc1ccc(NC(=O)CN(C)C(=O)C2CC(=O)N(Cc3ccco3)C2)cc1OCC (stereo unspecified) | -0.9% | 1.2% | 20.5% | -1.1% | -21.6% | -3.7%[12.7 µM] | 7.1% | 1.2% | -3.0
CSCCC(NC(=O)C1CCC(C)CC1)C(=O)NCCN1CCOCC1 (stereo unspecified) | -1.8% | -8.1% | 26.8% | 0.0% | 0.0% | ? | -3.7% | -1.7% | 2.7
Cc1cccc(NC(=S)NC2CC3CCCC(C2)N3Cc2cccs2)c1 (stereo unspecified) | . | -8.4%[11.5 µM] | -1.5% | 23.3% | ? | ? | -8.1%[57.1 µM] | -8.4% | 1.3
Cc1cccc(OCCNc2ccc(C(F)(F)F)cc2[N+](=O)[O-])c1 | 0.1% | i | 15.8% | -0.2% | -14.4% | -4.8%[59 µM] | -10.7% | 15.6% | -3.7
CCOc1ccc(CN(C)Cc2cc(=O)oc3c(C)c(C)ccc23)cc1OC | 2.2% | 0.1% | 27.0%[57 µM] | 4.7% | -10.7% | . | . | 10.4% | 1.7
O=C(O)c1ccc(Nc2nc3c(s2)CCCC3)cc1 | 14.7% | -4.4% | 10.8% | 0.4% | -31.8% | ? | -36.0% | -13.0% | -4.2
Cn1nc(C(=O)N2CCN(c3ccc(Cl)cc3)CC2)c2c1-c1ccccc1S(=O)(=O)C2 | -0.5%&-0.6% | 2.9%&-8.4% | 29.0%&32.2% | 13.3%&1.4% | -10.6%&-10.2% | -4.4%[59 µM] | -11.6%&2.2% | -1.7%&-5.9% | -4.1&2.3
COc1ccc(C(=O)n2nc(-c3ccco3)nc2NCc2cccs2)cc1 | 2.2% | -8.8% | -4.8% | -1.2% | -14.6% | 10µM* | -24.3% | -1.8% | 11.9
CN1CCN(Cc2c(O)ccc3occ(C(=O)c4ccccc4)c23)CC1 | -9.7% | -2.2% | 7.9% | 10.2% | -15.5% | -9.1%[59 µM] | -3.8% | -1.7% | -2.3
CCn1c(SCC(=O)N2CCc3ccccc32)nnc1-c1c[nH]c2ccccc12 | -5.2% | -6.6% | 38.9% | 0.6% | -6.0% | -29.9%[12.7 µM] | 5.1% | 0.1% | 16.1
CC(C)c1ccc(S(=O)(=O)c2cc3cc(Br)ccc3oc2=O)cc1 | -1.3% | -5.3% | -5.9% | 7.8% | -6.4% | ? | 5.3% | 0.6% | 2.8
O=C1C(O)CCN1Cc1ccccc1 (stereo unspecified) | 9.1% | -2.0% | 15.6%[57 µM] | -9.6% | -7.6% | . | . | -2.7% | 6.7
Cc1cccc(NC(=O)C2(c3ccccc3)CCOCC2)c1 | -4.1% | -4.2% | 3.4% | 16.4% | -8.2% | . | 4.4% | 1.5% | 3.4
COc1cc(OC)c(OC)cc1/C=N/Nc1ccc(Cl)nn1 | 21.7% | i | -6.8% | ? | -11.9% | 0.1% | -8.9% | -2.1% | 4.5
COc1ccc(C2C(=O)N(C3CCCCCC3)CC(=O)N2CCC2=CCCCC2)cc1 (stereo unspecified) | -2.6% | -0.1% | 25.4% | 1.2% | -13.1% | -28.6%[59 µM] | -1.9% | -7.6% | -6.6
COc1ccc(OC)c(/C=C2\SC(=S)N(NS(=O)(=O)c3ccc(C)cc3)C2=O)c1 | -13.2% | -11.0% | ? | 17.8% | 50.1µM* | 5.3%[2.33 µM] | ? | 21.8% | -3.7
CC(C)COc1ccc(C(=O)N/C(=C\c2cccc([N+](=O)[O-])c2)C(=O)O)cc1 | 11.5% | i | 8.2% | -3.7% | -14.8% | 2.8%[59 µM] | -7.1% | . | 2.7
CCOC(=O)C1(Cc2ccccc2C)CCCN(C(=O)c2ccc(OC)o2)C1 (stereo unspecified) | 1.2% | 0.3% | 17.3% | -1.9% | -22.0% | . | -31.0% | -1.7% | 1.1
COc1ccc(CNC(=O)C2CCCN(S(=O)(=O)c3ccc(-n4cnnn4)cc3)C2)cc1 (stereo unspecified) | -0.6% | -6.9% | 48.7%[activator] | 0.9% | 1.7% | 21.0% | -8.9% | -0.2% | 2.9
COc1ccc(CCNC(=O)CN2C(=O)c3ccccc3S2(=O)=O)cc1 | -0.9% | 8.3% | 22.5% | 5.6% | 2.1% | -11.0%[59 µM] | -0.4% | 5.2% | -7.8
